High-throughput results (PubChem)
mHtt clearance – compounds clearing mutant huntingtin protein; HeLa Exon1htt(103Q)mCFP, aggregate imaging; zero = plate's median compound well; AID 853; 47,000 tested, 0.42% active; inhibition, % at 1.5 µM;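 active means inhibition of aggregate fluorescence above about 70%, also judged a hit by eye on the cell image, limit read from the data, passing the limit was not always enough; inconclusive means no rule stated for this call; inactive means not judged a hit on image review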;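 further: cells exposed to compound for three days before fixation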
mHtt clearance grain fraction – recorded beside mHtt clearance, whose call it bears; fraction fluorescence in grains; measured here: aggregate grain fluorescence fraction; hits give low values;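 scaled fraction of total cell fluorescence in grains with unit not stated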
Starred values were filed as active, the others as inactive; ? = inconclusive; · = no result given.

compound	mHtt clearance	mHtt clearance grain fraction
CCOc1cc(N2CCOCC2)c(OCC)cc1NC1=NCCCCC1	-8	44
CC1/C(=N/O)CC(c2ccccc2)NC1c1ccccc1 (stereo not drawn)	-2	21
COc1ccc(-c2c(C#N)c(SCC(N)=O)nc3c2CCCC3)cc1	10	17
CCC(=O)Nc1nnc(C(C)(C)C)s1	39	24
COC(=O)CN1C(=O)C(O)(CC(=O)c2ccc(Br)cc2)c2ccccc21 (stereo not drawn)	16	34
COc1ccccc1Oc1c(C)oc2cc(OC(=O)c3ccco3)ccc2c1=O	-64	31
CCCCC(c1nnnn1CC1CCCO1)N1CCN(c2nc3ccccc3s2)CC1 (stereo not drawn)	6	30
O=C(O)C1CCCCC1C(=O)N1CC=C(c2ccccc2)CC1 (stereo not drawn)	-65	35
CN1CCN(CCCn2cnc3c(=O)oc4ccccc4c32)CC1	-32	23
CCc1cccc(NC(=O)CSCc2cc(=O)[nH][nH]2)c1	43	11
C=CCn1c(SCc2nc3ccccc3[nH]2)nnc1-c1ccccn1	-11	19
O=C1C/C(=C/NCc2ccccc2)C(=O)N1	25	14

compound	mHtt clearance	mHtt clearance grain fraction
Cc1cccc(NC(=O)c2cc(-c3ccco3)nc3ccccc23)n1	-36	23
O=C(O)C1CCCCC1C(=O)Nc1ccccc1Nc1ccccc1 (stereo not drawn)	44	19
O=C(O)C1Sc2[nH]c(=O)sc2C2c3cc(Cl)ccc3OC(=O)C12 (stereo not drawn)	-14	43
COC(=O)CCC(NC(=O)OCc1ccccc1)C(=O)NC(CC(C)C)C(=O)OC (stereo not drawn)	-17	45
CCOC(=O)c1cc2c(=O)n3ccccc3nc2n(C(C)C)c1=NC(=O)c1ccncc1	-14	44
COc1ccc(N2CCN(C(=O)c3ccc(OCc4c(C)noc4C)c(OC)c3)CC2)cc1	3	39
COCCOC(=O)C1=C(C)NC2=C(C(=O)CC(C)(C)C2)C1c1ccc(N(C)C)cc1 (stereo not drawn)	-105	92
O=C(Nc1cccc(Cl)c1)N(CCN1CCOCC1)Cc1cccc(Cl)c1	7	28
CCC(=O)N1CCc2cc(S(=O)(=O)CCC(=O)NCCC3=CCCCC3)ccc21	33	24
O=C(CSc1ccc2nnc(-c3ccccn3)n2n1)Nc1ccc2c(c1)OCO2	24	26
COC(=O)C1=C(O)CSC1=Nc1cccc(C(F)(F)F)c1	-52	25
O=C(Nc1ccccc1C(=O)O)c1ncn[nH]1	-48	31

compound	mHtt clearance	mHtt clearance grain fraction
CCOc1c(Br)cc(C(N)=O)cc1OC	-3	32
CCn1cc(C(=O)O)c(=O)c2cnc(N3CCN(C(=O)Nc4ccccc4)CC3)nc21	-33	24
O=C(c1cccc(Cl)c1)N1CCCC(C(=O)N2CCCCCC2)C1 (stereo not drawn)	41	23
COc1ccc(S(=O)(=O)N2CCC(C(=O)N3CCc4ccccc4C3)CC2)cc1	39	13
c1ccc(-c2nnc3sc(-c4ccncc4)nn23)cc1	-8	19
CCNC(=O)NC(=O)CSc1ccc(NC(C)=O)cc1	30	25
CS(=O)(=O)c1sc2nc(-c3ccccc3)cc(-c3ccccc3)c2c1N	-6	30
COc1ccccc1N1CCN(S(=O)(=O)c2ccc(Cl)s2)CC1	19	16
CCCCN1C2CCCC1CC(NC(=O)c1ccc(OC)c(OC)c1)C2 (stereo not drawn)	35	22
Cc1ccc(N2CC(C(=O)Oc3cccc(N4C(=O)CCC4=O)c3)CC2=O)cc1 (stereo not drawn)	-3	20
CCOc1ccccc1NC(=O)Cc1coc2cc(C)ccc12	16	17
CCOc1ccc(OCC)c(NC(=O)CSc2nnc(-c3cccnc3)o2)c1	-16	33

compound	mHtt clearance	mHtt clearance grain fraction
Cc1ccc(-c2nnn(CC(=O)N(Cc3cccs3)C(C(=O)NC3CCCC3)c3ccncc3)n2)cc1 (stereo not drawn)	?	·
Cc1ccc(S(=O)(=O)N2CCCCC2C(=O)N2CCN(C)CC2)cc1 (stereo not drawn)	-20	25
CC(C)c1nc(NCCN2CCOCC2)c(C#N)c2c1COC(C)(C)C2	2	36
COc1cc(C)c(CNC2CCCCC2)cc1C	-78	35
Cn1c(=O)cc(OCCCC(=O)Nc2ccccn2)c2ccccc21	-4	38
CCOC(=O)C1(C)NC(c2ccc(N(C)C)cc2)C2C(=O)N(CC)C(=O)C21 (stereo not drawn)	20	16
CSc1nc(NC(C)=O)nc(C)c1Br	-4	19
COC(=O)c1sc(=S)n(-c2ccccc2)c1N	-28	23
CCOC(=O)C1CCN(c2ncnc3c2oc2ccc(Br)cc23)CC1	26	15
O=C(NCC(=O)N(c1ccccc1)C(C(=O)NCC1CCCO1)c1ccccc1)c1ccco1 (stereo not drawn)	37	22
CCn1c(SC(C)C(=O)O)nnc1-c1cccnc1 (stereo not drawn)	46	11
O=C1c2ccccc2C(=O)c2c1oc(C(F)(F)F)c2C(=O)c1ccccc1	-56	62

compound	mHtt clearance	mHtt clearance grain fraction
Clc1ccc(CSc2nnc(-c3cccnc3)n2Cc2ccco2)c(Cl)c1	-21	52
O=C(CN(C(=O)CNC(=O)c1ccco1)c1ccc(Cl)c(Cl)c1)NC1CCCCC1	6	19
CCOC(=O)c1cccc(NC(=O)c2cc3sccc3n2C)c1	-4	30
O=[N+]([O-])c1cccnc1N1CCOCC1	19	17
N=c1c2c(-c3ccccc3)c(-c3ccccc3)oc2ncn1Cc1ccco1	-27	39
N#Cc1c(N2CCN(C(=O)c3ccccc3)CC2)nc(-c2ccccc2)c2c1CCCC2	23	18
CCOC(=O)CCc1c(C)c2ccc(OCc3cc([N+](=O)[O-])ccc3OC)cc2oc1=O	-6	32
C=CCSc1nc2ccccc2n1S(=O)(=O)c1ccc(C)cc1	8	18
Cc1ccc(C(=O)N(Cc2ccc3c(c2)OCO3)Cc2nc3ccccc3c(=O)[nH]2)cc1	-6	19
O=C(CSc1nc2ccc(Cl)cc2[nH]1)NCc1ccco1	-10	21
CCOC(=O)c1c(C)cc(C)n2c1nc1ccccc12	10	36
Nc1cc2c(cc1C(=O)c1ccc(Cl)cc1)OCCO2	2	23

compound	mHtt clearance	mHtt clearance grain fraction
CCOC(=O)c1ccc(N2C(=O)CC(Sc3nnc(C)s3)C2=O)cc1 (stereo not drawn)	-8	37
Oc1c(C=NCc2ccncc2)sc2ccccc12	14	16
CCOc1ccccc1C(=O)NCCCn1ccnc1	52	8.2
COc1cc(NS(=O)(=O)c2ccc(NC(=S)NC(=O)C(C)(C)C)cc2)nc(OC)n1	-28	29
Cc1cc(NC(=O)c2ccccc2F)n(-c2nc3ccccc3[nH]2)n1	-27	43
Cc1c(C)[n+](=O)c2c(n1[O-])CCC2	36	22
Cc1ccc(S(=O)(=O)N2CCN(C(=O)N3CCOCC3)C2c2ccc(N(C)C)cc2)cc1 (stereo not drawn)	-139	44
CC(=O)C1=C(C)NC(SCC(=O)c2ccc(Cl)c(Cl)c2)=C(C#N)C1c1ccco1 (stereo not drawn)	0	45
CC(C)C(=O)N(c1ccc2oc(=O)sc2c1)S(=O)(=O)c1cccs1	-27	52
COc1ccc(-c2nnn(Cc3nc(N)nc(N4CCOCC4)n3)n2)cc1OC	3	35
CN(C)S(=O)(=O)c1ccc2c(c1)c(=O)c(C(=O)N1CCOCC1)cn2C	11	32
CC(C)CCNc1nc(-c2ccco2)c2c(c1C#N)CCCC2	26	21

compound	mHtt clearance	mHtt clearance grain fraction
COC(=O)c1ccccc1NC(=O)CSc1nc2c(c(=O)n(C)c(=O)n2C)n1C	-73	67
CC(=O)Nc1ccc(-c2nnc(SCc3ccc(C)cc3)n2C)cc1	-1	20
Cc1ccc(S(=O)(=O)N/N=C\c2ccccc2OCc2ccccc2)cc1	19	31
Cc1c(-n2c(SCC(=O)O)nnc2-c2ccccc2Cl)c(=O)n(-c2ccccc2)n1C	-95	37
CCOC(=O)C1CCN(C(=O)CCNC(=O)c2cc(OC)c(OC)c(OC)c2)CC1	-7	37
O=C(NCc1ccc(OC(F)(F)F)cc1)C1CC(c2c(Cl)cccc2Cl)=NO1 (stereo not drawn)	-7	42
CCOc1cc(S(=O)(=O)N2CCN(CC)CC2)ccc1Cl	11	17
C=CCOn1c(=O)c(-c2ccc(OC)cc2)[n+]([O-])c2ccccc21	30	26
O=C(c1cnn2c(C(F)F)cc(-c3ccccc3)nc12)N1CCN2CCCC2C1 (stereo not drawn)	-3	17
CCn1c(SCC(=O)Nc2ccc3c(c2)OCCO3)nnc1-c1ccccn1	12	27
COc1cc(C(=O)Oc2cc(C)cc(C)c2)cc(OC)c1OC	-14	20
Cc1ccc2cc(C)c(N3CCN(c4ccccn4)CC3)nc2c1	-30	24

compound	mHtt clearance	mHtt clearance grain fraction
CC(=O)c1c(C)nn(C(=O)c2cccs2)c1C	6	35
C=C(C)C1CC=C(C)/C(=N/NC(=O)COc2cccc(C)c2)C1 (stereo not drawn)	-17	23
COc1cc(C(=S)N(C)C)ccc1O	-117	44
COCCn1cc(C(=O)N2CCCC(C)C2)c2c3ccccc3n(C)c2c1=O (stereo not drawn)	-21	23
O=C(O)c1ccc(Cn2cc(Cl)cn2)cc1	11	16
O=C(c1cc(C2CC2)on1)N1CCN(c2ccccc2)CC1	-3	54
CCS(=O)(=O)n1nc(-c2ccc(C)cc2)nc1N	-31	21
Cc1nn(-c2cc(N3CCCCC3)ccc2N)c(=O)c2ccccc12	5	18
COCCNC(=O)c1ccc(N2CCCCC2)c(NS(=O)(=O)c2ccc(C)cc2)c1	-315	132
COc1ccc(NC(=O)CSc2nccn2-c2cccc(OC)c2)cc1	33	23
O=C(COC(=O)c1ccc(=O)n(Cc2ccccc2)n1)Nc1ccc2c(c1)OCCO2	-38	59
COC(=O)c1sc2ncccc2c1OCc1ccccc1Cl	42	18

compound	mHtt clearance	mHtt clearance grain fraction
CCOC(=O)c1nc(S(C)(=O)=O)ncc1N1CCOCC1	20	29
CCc1ccccc1N(C)C(=O)CCc1nc(-c2ccc(C)cc2)no1	2	18
Cc1ccc(C(=O)/C=C/Nc2ccccc2C(N)=O)o1	-16	19
COC(=O)CSC(C(=O)Nc1ccc(C)c(C)c1)c1ccccc1 (stereo not drawn)	-30	27
CCOC(=O)c1c(C)[nH]c(C)c1C(=O)CSc1nnc(-c2ccncc2)n1Cc1ccccc1	-18	21
CCN1CCN(C(c2cccs2)C(C)NC(=O)c2cccc(OC)c2OC)CC1 (stereo not drawn)	-218	101
O=C(Nc1cccc2ccccc12)N1CCN(c2ccccc2)CC1	-30	25
CCOC(=O)N1CCN(S(=O)(=O)c2ccc(OC)c(Cl)c2Cl)CC1	-20	23
COCCNC(=O)C(c1ccncc1)N(C(=O)Cn1nnc2ccccc21)c1ccc(OC)cc1 (stereo not drawn)	7	16
Cc1sc2ncnc(OCC(=O)N3CCN(S(=O)(=O)c4ccccc4)CC3)c2c1C	-53	25
CC1CCCN(S(=O)(=O)c2cccc(-c3cn4cccnc4n3)c2)C1 (stereo not drawn)	-23	45
Cc1cc(N2C(=O)C(=O)/C(=C(/O)c3ccc(F)cc3)C2c2cccc(Br)c2)no1 (stereo not drawn)	-31	42

A draw from above in order of heavy-atom count, low to high:
compound	mHtt clearance	mHtt clearance grain fraction
Cc1ccc(C(=O)/C=C/Nc2ccccc2C(N)=O)o1	-16	19
COC(=O)CSC(C(=O)Nc1ccc(C)c(C)c1)c1ccccc1 (stereo not drawn)	-30	27
Cc1cc(N2C(=O)C(=O)/C(=C(/O)c3ccc(F)cc3)C2c2cccc(Br)c2)no1 (stereo not drawn)	-31	42

Carrying on.
compound	mHtt clearance	mHtt clearance grain fraction
O=C(c1ccco1)c1cc2c(ccc3ccccc32)oc1=O	11	37
O=C(CSc1nnc(Cc2cccs2)n1-c1ccccc1)NCc1ccc2c(c1)OCO2	16	16
N#Cc1c(C(F)(F)F)cc(-c2ccccc2)nc1SCC(=O)Nc1sc2c(c1C#N)CCC2	-331	126
Nc1cc(=O)[nH]c(=O)n1Cc1ccco1	-4	22
CN1C(=O)CC(N2CCN(C(c3ccccc3)c3ccccc3)CC2)C1=O (stereo not drawn)	-3	17
CCOC(=O)N1CCN(Cc2nc3c(c(=O)n(C)c(=O)n3C)n2Cc2ccccc2C)CC1	59	18
Cc1cc(N2C(=O)C3C4C=CC(C4)C3C2=O)ccc1Br (stereo not drawn)	-22	20
CCCCn1c(NCc2ccc3c(c2)OCO3)nc2ccccc21	28	14
Cc1cc(C)n2ncc(C(=O)NCc3ccccc3)c2n1	5	36
CC(C)C(=O)Nc1sc2c(c1-c1nc3ccccc3[nH]1)CCCC2	25	30
Cc1cccc(-n2ccnc2SCC(=O)Nc2nccs2)c1C	7	32
CCOc1ccccc1C(=O)N1CCN=C1SCc1cccnc1	-41	40

Complete entries as entered above. Order of values: mHtt clearance	mHtt clearance grain fraction
O=C(c1ccco1)c1cc2c(ccc3ccccc32)oc1=O is listed as 11	37
Cc1cccc(-n2ccnc2SCC(=O)Nc2nccs2)c1C is listed as 7	32
CCCCn1c(NCc2ccc3c(c2)OCO3)nc2ccccc21 is listed as 28	14
N#Cc1c(C(F)(F)F)cc(-c2ccccc2)nc1SCC(=O)Nc1sc2c(c1C#N)CCC2 is listed as -331	126

Next section
compound	mHtt clearance	mHtt clearance grain fraction
CCCC1CC(C)(c2csc(Nc3ccc(OCC)cc3)n2)OC1=O (stereo not drawn)	-17	23
CCc1cc(=O)oc2cc(OCC(=O)N3CCCc4ccccc43)ccc12	9	19
O=C(NCc1ccc2c(c1)OCO2)c1ccc(COc2cc(Cl)ccc2Cl)o1	-191	89
CC1CCCCN1S(=O)(=O)c1ccc(S(=O)(=O)N(Cc2ccccc2)Cc2ccco2)cc1 (stereo not drawn)	13	16
N/C(=N\OC(=O)c1ccco1)c1ccccc1	-6	20
COc1ccc2sc(N3C(=O)C4CC=C(C)CC4C3=O)nc2c1 (stereo not drawn)	-46	26

Only part of the results is shown; rates above refer to the full screens.
